# bCat nuc transl = modulators of beta-catenin nuclear translocation. HeLa beta-catenin nuclear translocation, immunofluorescence imaging. nuclear translocation activity, % at 5 µM. 190,000 compounds, 0.3% hits. AID 1665;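 active means nuclear translocation activity above 50% at 5 µM, with a well cell count of 50 or more; inconclusive means wells under 50 cells across six images, flagged as toxic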;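 further: per-cell ratio of nuclear to cytoplasmic median beta-catenin stain intensity; plate controls were DMSO negative control for no effect and GSK-3 inhibitor IX positive control for full effect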
#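 Test system: HeLa cells, endogenous beta-catenin; Compound: single 5 µM dose plus 0.02–20 µM confirmation series; Times: compound exposure 24 h at 37°C; Signal: fluorescence imaging of beta-catenin antibody stain plus DAPI; Read-out: % activation, nuclear-to-cytoplasmic median beta-catenin signal ratio per cell.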
# Myeloid diff MLP = myeloid differentiation induction; ER-HoxA9 myeloid progenitors, lysozyme-GFP differentiation, flow cytometry; calls only at 10 µM; 360,000 compounds, 1% hits;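 active means normalized GFP-positive differentiation at or above the plate's own cutoff, the solvent-only control mean plus 3 SD; inconclusive means no clear call, values can overlap the other calls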;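 further: cells exposed to compound for four days before flow analysis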
# T cell HTS = T cell immune modulators affecting CD8 T cell-vesicle binding. calls only at 7 µM. 2C CD8+ T cell-vesicle binding, flow cytometry; hits give low values. 330,000 compounds, 0.068% hits;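 active means response, share of CD8 T cells binding vesicles, and their 90th percentile fluorescence all below set limits, cut at about 80% in these data, passing the limit was not always enough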
#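 Also added: QL9-peptide-loaded Drosophila micro-vesicles bearing Ld, ICAM-1 and B7-1; Test system: purified 2C TCR transgenic mouse naive CD8+ T cells; Measured by: cytometric PE anti-B7-1 and Alexa647 anti-CD8 signals after 1% paraformaldehyde fixation; Timing: binding step 1.5 h, 37 °C, antibody labelling 20 min, ice.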
# MT stabilizer = microtubule stabilization, imaging screen; HeLa tubulin immunostaining HCS, 24 h; share of cells brighter than vehicle mean+2SD; AID 2205; 200,000 compounds, 0.83% hits; % tubulin-high responders, % at 10 µM;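 active means plate Z-score above 3 for both tubulin-high and condensed-nucleus cell shares, with cell loss under 80%, at 10 µM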;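 further: anti alpha tubulin signal scored within the nucleus-defined area of each cell; some results filed as inactive read as strong as hits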
# Autophagy mod = modulators of autophagy. MEF GFP-LC3 puncta imaging; test concentration mostly 10 µM. calls only at 10 µM (by protocol). 190,000 compounds, 0.98% hits. AID 463193;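 active means percentage of spot-positive cells more than 3 SD above its plate mean, without a fluorescence outlier flag or 80% toxicity; inconclusive means no clear call, values can overlap the other calls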;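 further: spot-positive cell cutoff set from DMSO-treated cells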
# West Nile virus CPE = inhibition of WNV-induced cytopathic effect – cell-based, CPE readout (AID 1621); West Nile virus-infected cells, CPE inhibition; higher % means a stronger effect; one-dose CPE inhibition, % at 10 µM; IC50 in µM for titrated hits; 290,000 compounds, 0.02% hits; in the data active means a potency from the dose series; inconclusive means CPE inhibition mostly from about 3.7% at the one dose, without a potency; inactive means the rest, 99 in 100 with CPE inhibition below about 2.2%; further: strong numbers were not always called active
# WT yeast gro inh = growth inhibition of WT yeast, mitochondrial fusion screen. mitochondrial fusion phenotypic screen, WT strain. inhibition, % at 10 µM. 190,000 compounds, 2.1% hits. AID 1362; in the data active means inhibition above about 58%; tested in S. cerevisiae
# Lipid droplet = modulators of hepatic lipid droplet formation; 240,000 compounds, 0.4% hits; AML12 mouse hepatocytes, oleate lipid droplets, BODIPY imaging; inhibition, % at 6.5 µM;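 active means lipid droplet intensity inhibited by at least 50%, with more than 500 cells counted; inconclusive means wells with under 300 cells, treated as cytotoxic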
#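 System: AML12 hepatocytes (mouse). Probe or stimulus: oleic acid at 100 µM to induce lipid droplet formation. Times: overnight treatment with compound plus oleate. Detection: Image-based BODIPY and DAPI two-channel analysis. Evaluation: percent inhibition of filter-corrected integrated lipid droplet intensity per well.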
# Insulin prom up = MIN6 insulin promoter up-regulation | MIN6 insulin promoter-GFP reporter, high-content imaging; hits give high values | z-score at 5 µM | 190,000 compounds, 0.3% hits;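 active means z-score above 3 at 5 µM with at least 500 cells counted in the well; inconclusive means wells under 500 cells, flagged as cytotoxic or low count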
# WT yeast gro inh mutant strain = second read-out of WT yeast gro inh, no call of its own (marks repeat the call); inhibition, %; mitochondrial fusion phenotypic screen, mutant strain inhibition
# Insulin prom up cell count = further read-out of Insulin prom up, marked with its call; cell count; measured here: cytotoxicity, nuclei count;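 total cells summed across four imaged fields per well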
# Lipid droplet cells 6.5 µM = second read-out of Lipid droplet, no call of its own (marks repeat the call); cell count; measured here: cell count, cytotoxicity flag;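 cells counted across two imaged fields per well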
# bCat nuc transl cell count 5 µM = further read-out of bCat nuc transl, marked with its call; cell count; measured here: cell count, cytotoxicity flag
# T cell HTS vesicle-bound % = recorded beside T cell HTS, whose call it bears; double positive events, %; measured here: CD8+ vesicle-bound cell fraction;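 binding gate set so that unloaded-vesicle control wells show 10% double positive cells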
# MT stabilizer Hoechst-high % = further read-out of MT stabilizer, marked with its call; % Hoechst-high responders; measured here: nuclear condensation Hoechst responders;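 share of cells brighter than vehicle mean plus two SD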
# MT stabilizer cytotoxicity % = also measured in MT stabilizer; calls as there; toxicity, %; measured here: cytotoxicity by cell density;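 0% = mean cell density of plate MIN control wells and 100% = no cells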
# Autophagy mod cell loss 18 h = second read-out of Autophagy mod, no call of its own (marks repeat the call); toxicity, %; measured here: cell loss, nuclei count;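 cell loss after 18 h compound exposure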
# Myeloid diff MLP GFP+ MAC1+ % = further read-out of Myeloid diff MLP, marked with its call; GFP+ MAC1+ double positive, %; measured here: differentiation confirmed by MAC1 staining
# * hit, by the source's call; i = inactive; ? = inconclusive; . = not tested or not shown; + = active, no number.
SMILES,bCat nuc transl,bCat nuc transl cell count 5 µM,Myeloid diff MLP,Myeloid diff MLP GFP+ MAC1+ %,T cell HTS,T cell HTS vesicle-bound %,MT stabilizer,MT stabilizer Hoechst-high %,MT stabilizer cytotoxicity %,Autophagy mod,Autophagy mod cell loss 18 h,West Nile virus CPE,WT yeast gro inh,WT yeast gro inh mutant strain,Lipid droplet,Lipid droplet cells 6.5 µM,Insulin prom up,Insulin prom up cell count
COc1ccc(N2C(=O)CC2(C#N)c2ccc(OCc3ccccc3)cc2)cc1 (stereo unspecified),3.0,502,i,1.1,i,41,3.1,3.1,4.3,i,-7,-1.8%,-6,-6,-5,658,-0.49,1318
CCNc1nc(SC(C)C(=O)OC)nc(N2CCOCC2)n1 (stereo unspecified),-0.4,766,i,0.9,i,53,3.1,2.2,9.2,i,8,-0.3%,2,6,.,.,0.62,1284
O=C(CCN1C(=O)S/C(=C\c2cccs2)C1=O)Nc1nccs1,-0.3,996,i,0.7,i,39,4.7,3.1,11,i,-9,-1.1%,-14,3,13,616,0.02,1574
C=CCONC(=O)c1cc(OCC(F)(F)F)ccc1OCC(F)(F)F,.,.,i,1.0,i,18,2.5,2.2,9.4,i,12,-0.1%,-5,-11,.,.,.,.
O=C(CCN1CCCC1)Nc1ccc(Br)cc1,-4.9,579,i,1.0,i,29,2.4,1.4,2.5,i,-4,0.1%,-4,6,4,684,-0.15,1311
CCOC(CNC(=O)c1cc(C)nn1-c1ccccc1)OCC,2.5,1176,i,7.0,i,32,1.8,1.4,7.9,i,2,0.8%,-19,-8,19,793,0.03,814
OCCC1CN(Cc2cnc(-c3cccc4ccccc34)nc2)CCN1C1CCCCC1 (stereo unspecified),-2.6,1125,i,0.2,i,8,2.1,2.1,5.1,+,19*,0.2%,1,1,-4,537,.,.
COCCNc1c(-c2ccc(OC)c(OC)c2)nc2ccc(Cl)cn12,-0.3,1462,?,.,i,42,3.3,0.8,0.9,i,-14,-0.6%,29,12,-20,613,0.27,1501
CCCCC(=O)Nc1ccc2oc(-c3cccnc3)nc2c1,-0.9,872,i,0.3,i,44,3.4,3.7,8.8,i,8,0.0%,-4,-1,.,.,-0.8,1266
COc1cc(CNc2ccccc2SC)ccc1O,-2.9,1000,i,2.4,i,14,4.0,3.3,19,i,46,0.7%,0,-5,.,.,0.28,1167
Cc1nc(=O)c(-c2ccccc2)c(C)n1CCCCCC(=O)O,.,.,i,0.9,i,51,2.1,1.8,3.5,i,-2,0.3%,83*,-1.2*,14,778,.,.
Cc1ccc(N=Nc2c(C)[nH]n(-c3ccccc3)c2=O)c(C)c1,-0.2,1531,i,0.2,i,42,3.4,2.4,11,i,-19,-0.1%,17,15,29,723,0.1,1405
O=c1cc2c(n[nH]1)-c1ccccc1CC2,.,.,i,0.7,i,10,.,.,.,.,.,0.3%,.,.,-12,677,.,.
CSc1nc(N(C)NC(=O)c2ccccc2)c2ccccc2n1,54*,297*,?,.,i,44,33*,32*,58*,i,48,0.1%,1,1,?,.,0.49,871
CCC(C)(C)n1nnnc1C(c1ccccc1F)N1CCC(C(N)=O)CC1 (stereo unspecified),-6.5,948,i,0.7,i,18,1.4,1.1,7.6,i,-14,-0.2%,13,13,.,.,-0.77,1294
O=C(Nc1ccc(Cl)cn1)c1ccc2c(Cl)c3c(nc2c1)CCC3,0.2,1331,i,0.4,i,16,.,.,.,.,.,0.0%,.,.,-19,530,0.05,796
O=C(COC(=O)CNC(=O)c1ccccc1F)NCC(F)(F)F,-5.3,1064,i,0.3,i,40,3.5,1.1,6.1,i,0,0.7%,-15,2,6,722,0.13,1527
Cc1nc2nc(C)c(CCC(=O)N3CCN(c4ccccc4)CC3)c(C)n2n1,.,.,i,1.5,i,9,1.5,1.5,11,i,-4,0.1%,-29,-26,14,782,-1.2,726
COc1ccccc1CCNC(=O)CSc1nc(-c2ccco2)cc(C(F)(F)F)n1,.,.,i,2.1,i,31,4.7,3.3,9.2,i,6,-0.4%,20,10,.,.,0.5,1001
O=C(CN(c1cccc(C(F)(F)F)c1)S(=O)(=O)c1ccccc1)N1CCOCC1,-1.0,685,i,0.5,i,27,3.5,2.0,5.7,i,-11,0.2%,-22,-10,.,.,1,949
S=C(NCc1ccco1)Nc1ccc(Oc2ccc(Cl)cc2)cc1,-1.0,1350,i,0.2,i,30,.,.,.,.,.,-0.2%,.,.,14,658,2,1418
O=C(O)CC/C(=C\c1ccc2c(c1)OCO2)c1nc2ccccc2s1,.,.,?,.,i,53,.,.,.,.,.,-0.5%,.,.,-2,821,.,.
CN(CCOc1cccc2ccccc12)Cc1ccccc1,.,.,i,0.6,i,46,.,.,.,.,.,-0.2%,.,.,7,841,.,.
O=C(Nc1ccc2nc3n(c(=O)c2c1)CCCCC3)c1c(F)ccc([N+](=O)[O-])c1F,.,.,?,.,i,7,.,.,.,.,.,-1.5%,.,.,-34,725,.,.
CCCc1nc2ccccc2n1C(=S)SC,-0.1,1163,i,0.4,i,28,2.6,2.5,4.9,i,5,0.7%,13,32,-4,735,-0.47,1432
CC(C)OCCCNC(=O)COc1ccc2oc3c(c2c1)CCCC3,.,.,i,0.6,i,10,.,.,.,.,.,-0.7%,.,.,-8,844,.,.
Cc1c(Cl)c(C(=O)N2CCCC2)nn1C,.,.,i,0.3,i,72,5.6,2.9,2.7,i,-1,0.7%,-2,-2,0,707,-0.08,1115
CC(=O)NCCOc1cccc2cccnc12,-4.6,1216,i,0.6,i,15,1.9,1.5,6.0,i,4,0.5%,4,16,-2,766,0.25,811
Cc1ccc(S(=O)(=O)Nc2ccc(C(=O)Nc3ccncc3)cc2)cc1,.,.,i,0.5,i,53,3.5,1.9,5.0,i,3,-1.4%,8,4,-1,740,-0.28,1295
O=C(Nc1ccccc1)Nc1ccc(S(=O)(=O)N2CCCCC2)cc1,-0.8,1067,i,1.0,i,37,2.4,1.9,6.9,i,2,-1.1%,26,5,-8,697,0.33,1139
CN1CCN(S(=O)(=O)c2ccc(NC(=O)Cc3cccs3)cc2)CC1,0.5,992,i,0.4,i,31,2.2,1.1,4.0,i,0,0.2%,-17,-27,-1,737,-0.11,1174
O=C(NC(Cc1c[nH]c2ccccc12)C(=O)O)c1ccco1 (stereo unspecified),.,.,i,0.8,i,31,0.7,1.8,8.6,i,0,-0.2%,-4,-50,-8,801,1.4,827
CCNC(=S)N1CCN(CCNC2=CC(=O)CC(C)(C)C2)CC1,-1.4,1146,i,0.5,i,51,3.2,2.8,9.4,i,-11,0.0%,-7,-12,2,625,-0.17,1508
COc1ccc(OCC(=O)OC2CCN(C)CC2)cc1,-3.2,1116,i,0.6,i,15,3.1,3.0,3.4,i,-37,0.7%,4,15,0,753,1.9,843
S=C(Nc1cccc(Cl)c1)NC1CCCCC1,1.1,1305,i,0.7,i,27,1.7,1.6,1.5,i,3,-0.3%,45,31,.,.,-0.43,1531
CCN(CC)C(=S)SCC(=O)NC12CC3CC(CC(C3)C1)C2,-1.3,970,i,0.2,i,46,2.1,2.9,11,i,-17,-1.6%,25,20,2,651,.,.
Cc1nc2cc(NC(=O)c3ccco3)ccc2n1C,.,.,i,0.7,i,21,.,.,.,.,.,0.1%,.,.,-3,644,.,.
O=C(C1CCCO1)N1CCN(C(=S)Nc2ccc(Br)cc2)CC1 (stereo unspecified),.,.,i,3.1,i,37,.,.,.,.,.,-0.3%,.,.,2,654,.,.
CCc1nnc(NC(=O)CSc2nnc(CNc3ccc(Cl)cc3)o2)s1,3.1,1453,i,0.3,i,40,3.0,2.6,9.7,i,-5,-0.3%,-15,-39,.,.,0.5,1499
Cc1nnc(SCCn2c(N3CCC(C)CC3)nc3c2c(=O)[nH]c(=O)n3C)s1,-0.4,1050,+,4.8*,i,9,2.2,1.1,1.1,i,2,0.5%,-17,-21,-30,660,0.52,1486
CCOc1ccc(C(=O)CSCCC(=O)O)cc1,-0.5,1172,i,0.7,i,60,2.2,2.5,4.1,i,7,0.3%,-1,-2,16,716,.,.

# Single records, as listed above. Values in the order: bCat nuc transl	bCat nuc transl cell count 5 µM	Myeloid diff MLP	Myeloid diff MLP GFP+ MAC1+ %	T cell HTS	T cell HTS vesicle-bound %	MT stabilizer	MT stabilizer Hoechst-high %	MT stabilizer cytotoxicity %	Autophagy mod	Autophagy mod cell loss 18 h	West Nile virus CPE	WT yeast gro inh	WT yeast gro inh mutant strain	Lipid droplet	Lipid droplet cells 6.5 µM	Insulin prom up	Insulin prom up cell count
# CCOc1ccc(C(=O)CSCCC(=O)O)cc1 across the screens: -0.5	1172	i	0.7	i	60	2.2	2.5	4.1	i	7	0.3%	-1	-2	16	716	.	.
# Cc1nc2cc(NC(=O)c3ccco3)ccc2n1C across the screens: .	.	i	0.7	i	21	.	.	.	.	.	0.1%	.	.	-3	644	.	.

# Screens from PubChem.

# Compounds as they come; any-hit rate near 3.9%.
